FBPA Giardia inh = qHTS Assay for Inhibitors of Fructose-1,6-bisphosphate Aldolase from Giardia Lamblia; Potency, µM (titrated, usually from 59.6 µM), without a hit: top-dose activity, negative = inhibition, usual class: inhibitors; 290,000 tested, 0.71% active; AID 2451, 2010; A8B2U2; purified Giardia FBPA; also: potency is read from the fitted curve at half-maximal effect; % is scaled to controls: 0 for no effect and ±100 for the full control effect; nearly all actives have a fitted effect of over 55% in size
Target sequence (A8B2U2 whole entry, looked up): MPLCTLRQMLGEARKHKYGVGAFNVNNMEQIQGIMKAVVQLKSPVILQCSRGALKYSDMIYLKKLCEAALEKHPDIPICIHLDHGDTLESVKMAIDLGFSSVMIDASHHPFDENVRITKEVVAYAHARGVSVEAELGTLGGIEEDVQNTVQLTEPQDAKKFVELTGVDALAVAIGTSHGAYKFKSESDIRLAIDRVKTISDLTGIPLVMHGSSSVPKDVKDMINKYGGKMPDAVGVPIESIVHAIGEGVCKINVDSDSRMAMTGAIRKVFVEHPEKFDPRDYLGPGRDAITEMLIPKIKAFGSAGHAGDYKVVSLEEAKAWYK
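40 nM FBPA preincubated 10 min at RT with compound (up to 57.5 uM final), then substrate plus GAPDH/TPI/NAD/arsenate coupling and diaphorase/resazurin added. Fluorescence read after 20 min at RT, 525/598 nm.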
CHX counter = Cycloheximide Counterscreen for Small Molecule Inhibitors of Shiga Toxin | cell reporter, cycloheximide protein synthesis inhibition counterscreen | max response, % | 300,000 tested, 12% active | AID 2314, 2010; in the data active = max response mostly above about 13%, no sharp cut-off; inactive = mostly below about 14%; also: read at 38.3 µM for the half of the compounds with a filed dose; 0% is about no effect
Shiga inhibitor = A qHTS for Small Molecule Inhibitors of Shiga Toxin; Vero cells, Shiga toxin protein synthesis inhibition reporter; inhibition, % at 38.7 µM; 290,000 tested, 9.2% active; in the data active = inhibition mostly above about 28%, no sharp cut-off; inactive = mostly below about 43%; also: 0% is about no effect
HCV inhibitor = qHTS Assay for Inhibitors of Hepatitis C Virus (HCV) | Huh7.5.1 HCVcc-Cre infection, luciferase reporter, 44 h | Potency, µM (series often up to 41.8 µM), without a hit: at the highest dose activity change, negative = inhibition, most hits filed as inhibitors | 340,000 tested, 3.4% active | AID 651820, 2012; also: potency is read from the fitted curve at half-maximal effect; % is scaled to controls: 0 for no effect and ±100 for the full control effect
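A cell-based infection assay in which seeded cells (1,000 per well) receive test compound after 4 h, are inoculated with HCVcc-Cre at approximately 0.5 moi, and are incubated 44 h before luminescence detection.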
Pf growth 96h = Primary qHTS for delayed death inhibitors of the malarial parasite plastid, 96 hour incubation; P. falciparum luciferase reporter growth, 96 h; AID 504834, 2011; 320,000 tested, 6.9% active; Potency, µM (top dose mostly 28.7 µM), for inactives: top-dose activity change, negative = inhibition, actives largely listed as inhibitors; also: potency is read from the fitted curve at half-maximal effect; % is scaled to controls: 0 for no effect and ±100 for the full control effect
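Parasite growth measured via integrated firefly luciferase reporter in P. falciparum. Infected erythrocytes at 2% hematocrit, 0.05% parasitemia final were treated 96 hours at 37 C under 5% CO2, and luminescence was read.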
Pf growth 48h = Primary qHTS for delayed death inhibitors of the malarial parasite plastid, 48 hour incubation; P. falciparum luciferase growth in erythrocytes, 48 h; Potency, µM (series often up to 28.7 µM), for the others: at the top dose activity change, negative = inhibition, hits mostly inhibitors; 310,000 tested, 5.9% active; also: potency is read from the fitted curve at half-maximal effect; % is scaled to controls: 0 for no effect and ±100 for the full control effect
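In quantitative HTS format, infected erythrocytes bearing luciferase-reporter parasites were treated for a single generation at 37 C. Luminescence after adding detection reagent served as the growth measure.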
Starred values were filed as active, the others as inactive; ? = inconclusive; . = no result given; [ ] = another dose, or the depositor's remark. Unless noted, calls follow the shape of the dose curve; as a rule, active = well fitted curve in the direction sought with a large enough effect; inconclusive = small, poorly fitted or top-dose-only effect, or another doubt; inactive = no such curve, though single readings can be large; an effect the other way counts as inactive or inconclusive.

1) CCOc1ccc(NC(=S)N2CCc3cc(OC)c(OC)cc3C2COc2ccc3c(C)cc(=O)oc3c2)cc1 (stereo not drawn)
2) c1ccc(-n2ncc3c(NCc4ccc5c(c4)OCO5)ncnc32)cc1
3) COc1cc(CNC2CCCc3ccccc32)cc(OC)c1OC (stereo not drawn)
4) CCOc1ccc(NC(=O)CCN2CCN(c3ccccc3OC)CC2)cc1
5) COP(=O)(OC)c1nc(-c2cccc3ccccc23)oc1N1CCOCC1
6) CC(NS(=O)(=O)/C=C/c1ccccc1)C(=O)NCCc1ccc(S(N)(=O)=O)cc1 (stereo not drawn)
7) Nc1cc(C(=O)O)ccc1N1CCCCC1
8) Cc1nc2nc(C)c(CCC(=O)NC(C)c3ccc4c(c3)OCCO4)c(C)n2n1 (stereo not drawn)
9) Nc1cc(N)nc(SCC(=O)NCC2CCCO2)n1 (stereo not drawn)
10) CCCC(OC(=O)CC1Sc2ccccc2NC1=O)C(=O)NCc1ccco1 (stereo not drawn)

Assay by compound | 1 | 2 | 3 | 4 | 5 | 6 | 7 | 8 | 9 | 10
FBPA Giardia inh | 0% | -3% | ? | 2% | -2% | 4% | -21% | -1% | 3% | 2%
CHX counter | 2 | 20* | -2 | 6 | 7 | -3 | -3 | 2 | -2 | 8
Shiga inhibitor | -12 | 42* | -5 | 2 | -12 | 12 | 3 | -11 | -5 | 5
HCV inhibitor | ? | -16% | 3% | ? | -24% | 1% | 11% | 16% | 9% | ?
Pf growth 96h | ? | ? | ? | 47%[activator] | ? | ? | -22% | ? | 8% | 32%[activator]
Pf growth 48h | ? | -1% | ? | . | 5% | ? | -10% | 1% | 16% | ?

11) CC(C)N1CCN(Cc2cccn2-c2cccnc2)CC1CCO (stereo not drawn)
12) N=c1c(-c2nc3ccccc3[nH]2)cc(C(=O)c2ccco2)nn1-c1ccccc1
13) Nc1ccc(N2CCN(c3cccc(Cl)c3)CC2)cc1
14) CC1=CCC2C(=O)N(c3nc4ccccc4n3C)C(=O)C2C1 (stereo not drawn)
15) CSc1ncccc1C(=O)OCC(=O)NC1CCS(=O)(=O)C1 (stereo not drawn)
16) CCN(CC(=O)Nc1ccc(NC(C)=O)cc1)C(=O)CN1C(=O)C2CCCCC2C1=O (stereo not drawn)
17) COC(=O)c1ccccc1NC(=O)Cc1ccccc1OC
18) O=C(NCCc1ccccc1)c1ccc(CS(=O)(=O)c2ccc(Cl)cc2)o1
19) CCS(=O)(=O)N1CCN(C(=O)c2cccnc2)CC1
20) Cc1cc2c(C)nc(N/N=C/c3ccc([N+](=O)[O-])cc3)nc2o1

Assay by compound | 11 | 12 | 13 | 14 | 15 | 16 | 17 | 18 | 19 | 20
FBPA Giardia inh | 0% | ? | -16% | 2% | -4% | . | -5% | 0% | 0% | 0%
CHX counter | -3 | -5 | 15 | -2 | 13 | . | -3 | 13 | -6 | -6
Shiga inhibitor | -12 | -10 | 21 | -3 | -6 | . | 1 | 17 | -24 | -6
HCV inhibitor | 16% | 7.9µM* | 1% | 13% | 12% | 22% | ? | 19% | 16% | 8%
Pf growth 96h | ? | ? | ? | ? | -3% | ? | ? | -1% | . | ?
Pf growth 48h | 5% | ? | -27% | -8% | -13% | -10% | ? | ? | -4% | 17%

21) CC(=O)C1C(c2ccccc2OC(F)F)NC(=O)NC1(O)C(F)(F)F (stereo not drawn)
22) CC1CCN(S(=O)(=O)c2nnc(NC(=O)c3cccc(Cl)c3)s2)CC1
23) O=C(NC(=S)Nc1ccc(N2CCOCC2)c(Cl)c1)c1cncc(Br)c1
24) FCCCOc1ccc(/C=N/OCc2ccc(Cl)cc2)cc1
25) Cc1cc(Cl)ccc1OC(C)C(=O)OCC(=O)Nc1ccc2[nH]c(=O)[nH]c2c1 (stereo not drawn)
26) COC(=O)CC1SCCNC1=O (stereo not drawn)
27) CN(C)C(CNC(=O)c1cccc(S(=O)(=O)NCc2ccccc2)c1)c1ccco1 (stereo not drawn)
28) CCOC(=O)Cc1ccc(NC(=O)c2ccc([N+](=O)[O-])cc2)cc1
29) CCC(CC)CN1C(N(C)C)=NC[C@@H]1CC(C)C
30) C(=N\n1cnnc1)/c1ccc(OC2CSC2)cc1

Assay by compound | 21 | 22 | 23 | 24 | 25 | 26 | 27 | 28 | 29 | 30
FBPA Giardia inh | -1% | ? | 15% | -1% | . | 4% | . | 1% | . | 0%
CHX counter | -5 | 2 | -2 | 16 | . | -1 | . | -1 | . | -4
Shiga inhibitor | -10 | -3 | 5 | 23 | . | -7 | . | 20 | . | -5
HCV inhibitor | 24% | 8% | -6% | -12% | 15% | -2% | 7% | -11% | 20% | 35%[activator]
Pf growth 96h | 25% | 7% | ? | ? | -3% | 90%[activator] | -24% | 56%[activator] | 8.3µM* | -1%[5.75 µM]
Pf growth 48h | 53%[activator] | 34%[activator] | 0% | ? | 3% | -15% | ? | -19% | ? | 13%

Five structures already listed, arranged by molar mass, descending:
27) CN(C)C(CNC(=O)c1cccc(S(=O)(=O)NCc2ccccc2)c1)c1ccco1 (stereo not drawn)
25) Cc1cc(Cl)ccc1OC(C)C(=O)OCC(=O)Nc1ccc2[nH]c(=O)[nH]c2c1 (stereo not drawn)
28) CCOC(=O)Cc1ccc(NC(=O)c2ccc([N+](=O)[O-])cc2)cc1
24) FCCCOc1ccc(/C=N/OCc2ccc(Cl)cc2)cc1
26) COC(=O)CC1SCCNC1=O (stereo not drawn)

Assay by compound | 27 | 25 | 28 | 24 | 26
FBPA Giardia inh | . | . | 1% | -1% | 4%
CHX counter | . | . | -1 | 16 | -1
Shiga inhibitor | . | . | 20 | 23 | -7
HCV inhibitor | 7% | 15% | -11% | -12% | -2%
Pf growth 96h | -24% | -3% | 56%[activator] | ? | 90%[activator]
Pf growth 48h | ? | 3% | -19% | ? | -15%

Following part.
31) Cc1nn(CC(=O)Nc2nccs2)c(C)c1[N+](=O)[O-]
32) Cc1ccc(N2C(=O)C3C4C=CC(CC4)C3C2=O)cc1Cl (stereo not drawn)
33) COC(=O)N/N=C/c1c[nH]c2ccccc12
34) c1ccc2c(CNCCN3CCOCC3)cccc2c1
35) CCC(=O)c1c[nH]c(C(=O)N2CCOCC2)c1
36) CC1(C)OC(=O)C(=CNNc2c(Cl)cc(Cl)cc2Cl)C(=O)O1
37) Cc1cc(C)cc(C(=O)NCC(=O)OC(C)C(=O)N(C)c2ccccc2)c1 (stereo not drawn)
38) CC(=O)Nc1sc2c(c1C(c1ccccn1)N1CCN(C)CC1)CCCC2 (stereo not drawn)
39) COc1nccnc1NS(=O)(=O)c1ccc(NC(=S)NC(=O)c2ccccc2)cc1
40) Cc1ccc(-c2cc(-c3ccc(F)cc3)c(C#N)c(N)n2)o1

Assay by compound | 31 | 32 | 33 | 34 | 35 | 36 | 37 | 38 | 39 | 40
FBPA Giardia inh | -6% | -11% | 3% | -19% | -8% | -2% | 0% | -2% | -17% | ?
CHX counter | -7 | 1 | 1 | -3 | -4 | -3 | 6 | -6 | -2 | 0
Shiga inhibitor | -5 | 6 | 10 | -14 | -8 | -4 | -12 | -11 | 12 | -7
HCV inhibitor | 13% | 8% | -7% | -17% | 14% | 14% | -10% | 12% | -2% | ?
Pf growth 96h | 2%[5.75 µM] | 3.7µM* | 44%[activator] | 1%[5.75 µM] | 0% | 16% | -4% | ? | 15% | -19%
Pf growth 48h | -5%[5.75 µM] | ? | 33%[activator] | 2% | 0% | 39%[activator] | 398%[activator] | -25% | -12% | -1%

Compound profiles, from the list above. Order of values: FBPA Giardia inh | CHX counter | Shiga inhibitor | HCV inhibitor | Pf growth 96h | Pf growth 48h
Cc1cc(C)cc(C(=O)NCC(=O)OC(C)C(=O)N(C)c2ccccc2)c1 (stereo not drawn) across the screens: 0% | 6 | -12 | -10% | -4% | 398%[activator]
CC(=O)Nc1sc2c(c1C(c1ccccn1)N1CCN(C)CC1)CCCC2 (stereo not drawn) across the screens: -2% | -6 | -11 | 12% | ? | -25%
c1ccc2c(CNCCN3CCOCC3)cccc2c1 across the screens: -19% | -3 | -14 | -17% | 1%[5.75 µM] | 2%

Carrying on.
41) N#Cc1ccc(NCC(=O)Nc2ccc3c(c2)OCCO3)cc1
42) CC(Sc1n[nH]c(=O)n1Cc1ccccc1)C(=O)NC1CCCCC1C (stereo not drawn)
43) O=C(CSc1nnc(-c2cccnc2)o1)c1cc2ccccc2oc1=O
44) Cc1cc(Br)ccc1NC(=O)CNC(=O)CN1C(=O)NC2(CCCCCC2)C1=O
45) O=S(=O)(Nc1cccc(Br)c1)c1cccc2nsnc12
46) O=C(Nc1nc2ccccc2[nH]1)c1ccc(F)c(S(=O)(=O)N2CCOCC2)c1
47) COc1cc(C(C(=O)NC2CCCC2)N(C(=O)Cc2cccs2)C2CC2)cc(OC)c1OC (stereo not drawn)
48) CCN(CC)C(=O)C1CCN(S(=O)(=O)c2ccc(-n3cnnn3)cc2)CC1
49) Cc1cc(C)c2nc(NNC(=O)c3cc(-c4cccs4)nc4ccccc34)sc2c1
50) COc1ccc(CNS(=O)(=O)c2cc(-c3cc(C)no3)ccc2OC)cc1OC

Assay by compound | 41 | 42 | 43 | 44 | 45 | 46 | 47 | 48 | 49 | 50
FBPA Giardia inh | 2% | . | 16% | 8% | -14% | 1% | 6% | 0% | 1% | -7%
CHX counter | 2 | . | 4 | -3 | -1 | 50* | -1 | 3 | -3 | 4
Shiga inhibitor | -24 | . | 24 | -11 | -3 | 44* | -5 | -15 | -15 | -3
HCV inhibitor | -2% | -3% | ? | -21% | 20% | -6% | -14% | -6% | 10µM* | 9%
Pf growth 96h | 8% | -8% | 1% | . | ? | 92%[activator] | -2% | 41%[activator] | 3.3µM* | ?
Pf growth 48h | -29% | -9% | 7.4µM* | . | 19% | 71%[activator] | ? | 0% | 1.9µM* | 10%

51) O=C1NC(=O)/C(=C/c2ccc(OS(=O)(=O)c3ccc(F)cc3F)cc2)N1
52) COc1ccc(C(=O)NC(=S)NC2CCCCC2)cc1
53) CCn1c(COc2ccccc2)nnc1SCC(=O)Nc1cc(C)ccc1OC
54) Cc1ccc(C(=O)NNC(=O)c2ccncc2)cc1C
55) CCOC(=O)c1c(NC(=O)CSC(=S)N2CCOCC2)sc(C)c1C
56) CC(C)N=C(Nc1ccccc1)c1cccnc1
57) COc1ccc(NC(=S)NN2CCOCC2)cc1OC
58) CCN(CC)c1ccc(NC(=S)NCC2CCCO2)cc1 (stereo not drawn)
59) C[C@]12CC[C@@H]3c4cc(O)c(O)cc4CC[C@H]3[C@@H]1CC[C@@H]2O
60) COc1ccc(NC(=O)CN(C)C(=O)c2sc3cc(Cl)ccc3c2Cl)cc1

Assay by compound | 51 | 52 | 53 | 54 | 55 | 56 | 57 | 58 | 59 | 60
FBPA Giardia inh | -1% | . | -1% | -7% | 4% | 1% | ? | -5% | 16µM* | .
CHX counter | 2 | 73* | -4 | -2 | -1 | -4 | -2 | 28* | 2 | .
Shiga inhibitor | 8 | 91* | -17 | -4 | -4 | -17 | 5 | 101* | 25 | .
HCV inhibitor | 3% | -4% | -19% | -3% | ? | 6% | 5% | -6% | 13µM* | ?
Pf growth 96h | ? | 0% | ? | 1% | ? | 108%[activator] | ? | ? | . | -1%
Pf growth 48h | ? | -27% | . | 5% | ? | 21% | 8% | -21% | . | ?

61) O=C(Nc1cc(C(F)(F)F)ccc1N1CCCC1)C1CCCO1 (stereo not drawn)
62) COCCn1c(SCC(=O)N2CCOCC2)nnc1-c1ccco1
63) Cc1ccccc1OCCC(=O)OCC(=O)NCCNC(=O)COC(=O)CCOc1ccccc1C
64) CCCCNC(=O)Nc1ccc(C(O)(C(=O)OC)C(F)(F)F)cc1 (stereo not drawn)

Assay by compound | 61 | 62 | 63 | 64
FBPA Giardia inh | . | 0% | . | -6%
CHX counter | . | -3 | . | 1
Shiga inhibitor | . | -3 | . | 5
HCV inhibitor | -19% | 7% | 17% | -16%
Pf growth 96h | -20% | 12% | 5% | 2%
Pf growth 48h | -9% | 22% | 2% | 3%
